Source: PubChem BioAssay (National Center for Advancing Translational Sciences (NCATS))
AmpC inh detg: qHTS Inhibitors of AmpC Beta-Lactamase (assay with detergent); P00811; AmpC hydrolysis of nitrocefin, absorbance 480 nm, 0.01% Triton; Potency, µM (highest dose often 114 µM), for inactives: at the top dose activity change, negative = inhibition, actives largely listed as inhibitors; hit rate 0.041% among 370,000; AID 485294, 2010;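 further: potency means the concentration at half of the fitted maximal effect; 0% = no-compound wells and -100% = no-enzyme wells; nearly all actives have a fitted effect of over 25% in size; some results filed as inactive show a strong effect at the top dose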
Target sequence (P00811 whole entry, looked up): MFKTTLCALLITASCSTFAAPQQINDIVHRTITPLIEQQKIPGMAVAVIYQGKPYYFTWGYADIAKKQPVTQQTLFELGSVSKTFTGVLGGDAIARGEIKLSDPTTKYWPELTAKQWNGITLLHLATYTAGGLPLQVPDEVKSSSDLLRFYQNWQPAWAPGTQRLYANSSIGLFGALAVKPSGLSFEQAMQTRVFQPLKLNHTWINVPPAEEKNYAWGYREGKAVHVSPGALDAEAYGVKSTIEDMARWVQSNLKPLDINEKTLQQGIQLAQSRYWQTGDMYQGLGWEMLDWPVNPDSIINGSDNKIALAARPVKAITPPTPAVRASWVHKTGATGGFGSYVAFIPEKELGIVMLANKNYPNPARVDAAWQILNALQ
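20 mM phosphate pH 7.0 + 0.01% (detergent screen) or 0.0001% Triton X-100; 5.3 nM AmpC reagent; cpd preinc 15 min RT; nitrocefin (800 uM stock) to start; A480 q20 s × 4 min; Activity was normalised to no-enzyme and no-compound control wells.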
HCV inh: qHTS Assay for Inhibitors of Hepatitis C Virus (HCV); Huh7.5.1 HCVcc-Cre infection, luciferase reporter, 44 h; hit rate 3.4% among 340,000; AID 651820, 2012; Potency, µM (highest dose often 41.8 µM), without a hit: at the top dose activity change, negative = inhibition, usual class: inhibitors; further: potency means the concentration at half of the fitted maximal effect
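Reporter virus HCVcc-Cre (~0.5 moi) infects cells exposed to compound; seeding density 1,000 cells/well with 4 h settling beforehand. Luminescence, 15 sec read, taken 44 h post-infection following a 15 min RT substrate incubation.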
FBPA Giardia inh: qHTS Assay for Inhibitors of Fructose-1,6-bisphosphate Aldolase from Giardia Lamblia | A8B2U2 | purified Giardia FBPA | Potency, µM (series often up to 59.6 µM), for inactives: at the highest dose activity, negative = inhibition, actives largely listed as inhibitors | hit rate 0.71% among 290,000; further: potency means the concentration at half of the fitted maximal effect; nearly all actives have a fitted effect of over 55% in size
Target sequence (A8B2U2 whole entry, looked up): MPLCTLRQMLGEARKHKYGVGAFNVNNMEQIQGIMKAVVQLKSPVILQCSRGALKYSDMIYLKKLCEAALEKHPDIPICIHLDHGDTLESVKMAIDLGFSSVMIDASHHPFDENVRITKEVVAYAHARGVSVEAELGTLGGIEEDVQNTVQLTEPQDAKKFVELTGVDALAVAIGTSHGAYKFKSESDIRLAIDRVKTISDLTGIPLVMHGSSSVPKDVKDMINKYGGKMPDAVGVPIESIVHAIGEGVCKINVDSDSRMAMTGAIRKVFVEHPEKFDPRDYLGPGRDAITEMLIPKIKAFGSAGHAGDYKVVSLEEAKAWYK
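Giardia FBPA (40 nM reagent) was preincubated 10 min at RT with compound (up to 57.5 uM final), then substrate plus GAPDH/TPI/NAD/arsenate coupling system with diaphorase/resazurin was added; resorufin fluorescence (525/598 nm) was read after 20 min.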
HCMV antiviral: qHTS Assay for inhibitors of the human cytomegalovirus (HCMV). activity change, negative = inhibition, % at 57.5 µM. hit rate 4.5% among 410,000. AID 1259415, 2018. HFF cells, HCMV-luciferase reporter, 72 h; active compounds read low; in the data active means activity change below about -60%; inconclusive means no clear call, values can overlap the other calls; inactive means above about -39%
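Luciferase read-out from HCMV-luciferase-infected HFFs (MOI 1 PFU/cell) 72 h post infection at 37C; compounds added after 16 h cell attachment; activity normalized between buffer-only basal and Salinomycin (10uM) inhibitor controls.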
AMA1 RON2 block: qHTS for Inhibitors of AMA1-RON; Towards Development of Antimalarial Drug Lead: Primary Screen | hit rate 0.2% among 360,000 | Plasmodium falciparum AMA1 (3D7) - RON2 peptide interaction | Potency, µM (titrated, usually from 58.2 µM), without a hit: top-dose activity change, negative = inhibition, hits mostly inhibitors | AID 720542, 2013 | AlphaScreen AMA1-biotinylated RON2 peptide binding;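 further: potency means the concentration at half of the fitted maximal effect; 0% = vehicle wells and -100% = peptide control; nearly all actives have a fitted effect of over 45% in size; some results filed as inactive show a strong effect at the top dose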
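AMA1 (3D7) with his tag at 25 nM final met compounds first, then biotinylated RON2 peptide at 25 nM; detection used donor plus acceptor beads, 10 µg/mL apiece, read by AlphaScreen after 30 min at room temperature.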
Sm TGR inh: qHTS Assay for the Inhibitors of Schistosoma Mansoni Peroxiredoxins; Schistosoma mansoni thioredoxin glutathione reductase (TGR), Q962Y6; purified TGR, DTNB reduction, TNB absorbance 405 nm; Potency, µM (doses to about 114 µM), for inactives: at the highest dose activity change, negative = inhibition, actives largely listed as inhibitors; hit rate 3% among 360,000; AID 485364, 2010; further: potency means the concentration at half of the fitted maximal effect; nearly all actives have a fitted effect of over 60% in size
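Kinetic colorimetric format: TGR-catalysed, NADPH-driven DTNB reduction monitored via TNB absorbance. Enzyme dispensed at 20 nM; compound exposure 15 min at room temperature before reaction start.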
Active calls of the source: *; ? = inconclusive; nt = not tested or not shown; [ ] = dose if it differs, or a comment. Unless noted, the call rests on the fitted dose curve; in most records, active means well fitted curve in the direction sought with a large enough effect; inconclusive means small, poorly fitted or top-dose-only effect, or another doubt; inactive means no such curve, though single readings can be large; an effect the other way counts as inactive or inconclusive. Unless noted, on the % scale 0 is the no-effect control and ±100 the full control effect. An unsorted share of the library; about 9.3% have a hit in one of these screens.

SMILES | AmpC inh detg | HCV inh | FBPA Giardia inh | HCMV antiviral | AMA1 RON2 block | Sm TGR inh
CC(C)(C)C(=O)Nc1ccc(S(=O)(=O)N2CC3CC(C2)c2cccc(=O)n2C3)cc1 (centres undefined) | 2.8% | nt | nt | -31.7 | 12.1% | ?
CCc1c(CN2CCN(c3ccc(F)cc3)CC2)csc1C | 15.9% | nt | nt | -5.2 | nt | 0.7%
NS(=O)(=O)c1ccc(CCNC(=O)C2CCCCC2)cc1 | 0.4% | ? | -1.0% | -2.9 | -3.6% | 3.6%
CCN1CCN(C(C)C(=O)NC2CCCCC2)CC1 (centres undefined) | -10.2% | 9.3% | ? | -32.9 | -27.0% | -8.4%
COc1ccc(CNC[C@@H](CCCCN(C)Cc2ccc(OC)cc2)N2C[C@H](c3ccccc3)N(CCc3ccc(Cl)c(Cl)c3)C(=O)C2=O)cc1 | 5.9% | -9.3%[8.37 µM] | 5.2% | nt | -5.9% | -21.1%
Cc1sc2nc(C)n(/N=C/c3ccc(O)cc3)c(=O)c2c1C | ? | -6.2% | 0.4% | -8.2 | 5.5% | 8.2%
COc1cc2c(cc1OC)-c1nnnn1C(C)(C)C2 | 1.2% | -3.7% | 7.7% | -19.5 | -9.3% | 9.3%
COc1ccc(N=C2CC(C)(C)CC(=O)/C2=C(/O)c2ccccc2)cc1 | -0.8% | -10.3% | -1.9% | -18.1 | 17.0% | nt
Nc1cc(Cl)cc2c1-c1ccc(Cl)cc1C2O (centres undefined) | nt | ? | nt | ? | -2.3% | nt
O=C(CS(=O)(=O)Cc1ccccc1)Nc1ccc2c(c1)OCO2 | 0.6% | -6.9% | -0.7% | 48.0 | -9.8% | -25.7%
CC(=O)Nc1nc(C(=O)O)cs1 | -6.0% | 8.3% | ? | 8.7 | 7.3% | -9.5%
COc1ccccc1-c1cc(C2CC2)nc(N)c1C#N | -8.0% | nt | -1.9% | 23.7 | 6.7% | -4.0%
COc1cc(S(=O)(=O)N2CCOCC2)cc(C(=O)OCC(=O)NC2CCCCC2)c1OC | 3.7% | 0.6% | nt | 5.7 | -6.0% | -1.2%
CC1CCC2C(=O)N(c3cccc(C(=O)Nc4ccc(F)cc4)c3)C(=O)C2C1 (centres undefined) | ? | 1.0% | 3.4% | 6.5 | -5.4% | -18.3%
CC(O)[C@H](NC(=O)C1(c2ccccc2)CCN(C(=O)OC(C)(C)C)CC1)C(=O)O (some centres undefined) | ? | 12.8% | -4.8% | -5.5 | 6.1% | -7.9%
Cc1ccc(/C=C(/NC(=O)c2ccccc2)C(=O)NCCc2c[nH]c3ccccc23)o1 | 0.8% | ? | -9.0% | 16.4 | 10.1% | -27.5%
CCOC(=O)Nc1ccc2c(c1)N(C(=O)CCN1CCN3CCCC3C1)c1ccccc1CC2 (centres undefined) | -2.8% | 6.0% | -11.0% | -35.5 | -0.6% | -15.1%
Cc1nnc(SCC(=O)Nc2ccccc2)n1CCc1ccccc1 | ? | 22.4% | -0.8% | -5.8 | -3.4% | -7.4%
CCCOc1ccc(NC(=O)CC2C(=O)N(CC)C(=S)N2CCCN2CCN(Cc3ccccc3)CC2)cc1 (centres undefined) | ? | ? | -16.4% | -83.7* | -20.1% | -18.5%
O=C(/C=C/c1ccccc1Cl)NCc1ccccc1 | -0.5% | ? | 0.3% | -4.5 | -2.4% | 3.8%
Nc1ccc(C(=O)Nc2ccc(OC(F)(F)C(F)F)c(NC(=O)c3ccc(N)cc3)c2)cc1 | -3.0% | 6.31µM* | -5.0% | -68.0* | -11.0% | 2.8%
O=C(CCS(=O)(=O)c1ccc(Br)cc1)NCCC1=CCCCC1 | -2.9% | 4.9% | nt | -22.4 | 12.5% | -7.8%
Fc1ccc(/C=N/Nc2nn[nH]n2)cc1 | -5.0% | 21.9% | ? | -2.9 | 23.1% | -7.0%
Cc1ccc(OCC(=O)Nc2ccc(CN3CCOCC3)cc2)cc1 | 0.9% | 5.7% | nt | 10.6 | 7.0% | 5.1%
Cn1nnnc1SCC(=O)Nc1cc(C(F)(F)F)ccc1N1CCOCC1 | ? | 3.0% | 4.9% | 1.9 | 5.3% | 2.3%
COC(=O)CSc1nnc(-c2cccnc2)n1-c1cc(OC)cc(OC)c1 | ? | 4.1% | 0.2% | 39.6 | 0.6% | -7.2%
c1ccc(-c2nnsc2-c2ncc[nH]2)cc1 | -0.9% | 8.3% | 1.6% | -15.0 | -1.6% | 3.4%
c1ccc(-n2nnc3c(N4CCOCC4)ncnc32)cc1 | 2.5% | 12.5% | 9.6% | -12.5 | 9.0% | 29.5%
Cn1c(=O)c2c(nc(CN3CCN(c4ccccc4)CC3)n2Cc2ccccc2Cl)n(C)c1=O | ? | -3.0% | -0.2% | 29.5 | -16.7% | -8.0%
O=C(N/N=C/c1ccc(OC(=O)c2cccs2)cc1)c1ccc(F)cc1 | ? | -3.9% | 5.0% | 19.6 | -16.0% | 1.4%
Cc1ccn(CCC(=O)N2CCCC(CCC(=O)N3CCN(c4ccccn4)CC3)C2)n1 (centres undefined) | 0.1% | 3.1% | 0.0% | -8.9 | -0.2% | 0.9%
O=C(O)C1Nc2ccc(Br)cc2C2C=CCC12 (centres undefined) | ? | -6.7% | -0.9% | nt | 10µM* | 0.891µM*
Cc1ccc(SCc2ccc(C(=O)NCc3ccncc3)cc2)cc1 | -2.3% | -23.5% | 13.8% | -77.6* | -17.3% | 11.5%
COC(=O)c1ccccc1NC(=O)c1sc(Cl)nc1C | 0.2% | ? | 1.7% | -6.5 | -3.9% | -25.7%
COc1ccc(N2CCN(C(=O)c3cc4c(s3)-c3ccccc3S(=O)(=O)C4)CC2)cc1 | 4.9% | 10µM* | 0.8% | -37.3 | 4.1% | -2.1%
CC(=O)NCCNC(=O)c1ccc(NC2=NC3CS(=O)(=O)CC3S2)cc1 (centres undefined) | -4.2% | 24.7% | 2.0% | 0.0 | 19.1% | 0.4%
Cc1ccc(NC(=O)c2c(C)nc3sc(C(=O)NC4CCCC4)c(N)c3c2-c2ccco2)c(C)c1 | -14.6% | ? | 0.0% | 6.2 | 6.6% | 0.6%
CN1CCN(Cc2c(O)c(Cl)cc3c(-c4ccccc4)cc(=O)oc23)CC1 | ? | -7.5% | -12.9% | -14.4 | 7.8% | ?
CCC(CO)N=C1CC(C)(C)CC(=O)/C1=C(/O)CCCN1C(=O)c2ccccc2C1=O (centres undefined) | -2.8% | -0.9% | 0.4% | -10.0 | -6.3% | -1.4%
C/C(=N/NC(=O)c1sc(NS(=O)(=O)c2ccccc2)nc1C)c1sc(N)nc1C | -11.4% | 8.5% | -8.6% | -15.9 | 37.1%[activator] | -29.9%
CCCCN=CC1=C(O)CC(c2ccccc2)CC1=O (centres undefined) | 6.8% | 23.2% | 3.7% | -62.3* | -16.3% | nt
COc1ccc(CCNC(=O)c2ccc([N+](=O)[O-])cc2Cl)cc1OC | nt | -23.2% | nt | -17.6 | 16.6% | nt
CCCCN1C(=S)NC[C@@H]1c1ccccc1 | -1.2% | 31.0%[activator] | 2.9% | -28.0 | 9.6% | -6.1%
CCCOc1ccc(C(=O)NCCC(=O)NCCCC(=O)OCC)cc1 | -11.1% | 11.2% | 1.5% | -14.0 | 3.2% | -29.8%
Cc1cc(C)c2nc(N3CCC(C(=O)N4CCCC4)CC3)sc2c1 | 2.2% | -13.9% | 7.8% | -17.1 | 1.4% | 12.7%
CC/C(=N\Nc1nncc2ccccc12)c1ccc(F)cc1 | 6.4% | -15.4% | -4.0% | 11.6 | 0.4% | 6.0%
NC(=O)c1sc2nc3c(c(-c4cccs4)c2c1N)CCCC3 | -1.0% | nt | -4.2% | nt | nt | -7.9%
CC(=O)Nc1ccc2c(c1)C(=O)N(c1ccc(C)cc1)C2=O | -2.8% | 1.7% | -2.5% | 20.3 | -6.6% | 5.8%
CC(=O)NCC(=O)N1CCCC(C(=O)c2ccc(-c3ccccc3)c(F)c2)C1 (centres undefined) | 1.3% | 2.7% | 2.6% | -31.1 | -2.0% | -2.3%
O=C(NCCN1CCOCC1)/C(=C\c1ccccc1Cl)NC(=O)c1ccccc1 | 0.9% | 4.2% | nt | -26.9 | 0.0% | 3.7%
CN1C(=O)C2(C(C#N)=C(N)N(c3ccc(Cl)cc3)C3=C2C(=O)CC(C)(C)C3)c2ccccc21 (centres undefined) | -0.8% | 7.1% | 2.8% | 0.0 | -2.7% | -15.0%
C=CC1=CCN(S(=O)C(C)(C)C)[C@H]1CCO (some centres undefined) | nt | 10.9% | nt | 14.9 | 6.0% | nt
CSc1cccc(NC(=O)C2CC(=O)N(Cc3ccccc3)C2)c1 (centres undefined) | 0.6% | 9.5% | 8.6% | 17.3 | -8.9% | 48.2%[activator]
O=C(C[C@H]1C[C@H](C(=O)N2CCOCC2)[C@@]2(CCC3CCCC3)c3[nH]c4cc(-c5ccco5)ccc4c3CCN2C1=O)NCCCn1ccnc1 | nt | -7.8% | nt | -89.9* | -9.9% | nt
Nc1nc(=S)ss1 | nt | -2.0% | nt | -10.5 | 84.5%[activator] | nt
COc1cc(COC(=O)Oc2ccc(CNC(C)=O)cc2OC)c([N+](=O)[O-])cc1OC | 2.3% | -26.3% | nt | -7.9 | -1.5% | -4.8%
CCc1nnc(NC(=O)[C@@H](NC(=O)c2ccc(OC)cc2)C(C)C)s1 | 4.5% | 8.2% | -0.9% | -4.8 | 4.1% | 2.2%
CC1=C(C(=O)Nc2cccnc2)C(c2ccccc2)n2nc(SCc3ccccc3)nc2N1 (centres undefined) | -8.8% | nt | nt | 7.8 | nt | -1.3%

Complete entries, looked up by structure. Order of screens: AmpC inh detg, HCV inh, FBPA Giardia inh, HCMV antiviral, AMA1 RON2 block, Sm TGR inh
NC(=O)c1sc2nc3c(c(-c4cccs4)c2c1N)CCCC3 as listed: -1.0%, nt, -4.2%, nt, nt, -7.9%
CCc1nnc(NC(=O)[C@@H](NC(=O)c2ccc(OC)cc2)C(C)C)s1 as listed: 4.5%, 8.2%, -0.9%, -4.8, 4.1%, 2.2%
O=C(NCCN1CCOCC1)/C(=C\c1ccccc1Cl)NC(=O)c1ccccc1 as listed: 0.9%, 4.2%, nt, -26.9, 0.0%, 3.7%
CC(=O)NCC(=O)N1CCCC(C(=O)c2ccc(-c3ccccc3)c(F)c2)C1 (centres undefined) as listed: 1.3%, 2.7%, 2.6%, -31.1, -2.0%, -2.3%
O=C(C[C@H]1C[C@H](C(=O)N2CCOCC2)[C@@]2(CCC3CCCC3)c3[nH]c4cc(-c5ccco5)ccc4c3CCN2C1=O)NCCCn1ccnc1 as listed: nt, -7.8%, nt, -89.9*, -9.9%, nt
